Bioassay records deposited in PubChem by National Center for Advancing Translational Sciences (NCATS).
D1 PAM – Potentiators of Human D1 Dopamine Receptor: qHTS; D(1A) dopamine receptor (Homo sapiens), P21728; HEK293 TREx D1 cells, calcium flux, dopamine EC20 potentiation; potentiation, % at 10 µM; hit rate 0.036% among 360,000; AID 504651, 2011; in the data active = potentiation above about 30%; also: 0% is about no effect
D1 ag – Allosteric Agonists of the Human D1 Dopamine Receptor: qHTS; HEK293 T-REx D1 cells, calcium flux, agonist mode; hit rate 1% among 360,000; D(1A) dopamine receptor (Homo sapiens), P21728; activation, % at 2 µM; AID 504660, 2011; also: 0% is about no effect
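Inducible HEK293 T-REx D1 cells, force-coupled to calcium signalling, were plated at 4000 cells/well with tetracycline and held overnight at 30 C. After no-wash calcium dye loading, compound-evoked calcium rise over 180 s flagged agonists.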
RXFP1 antagonist – qHTS Assay for Antagonists of the Relaxin Receptor RXFP1 | Relaxin receptor 1 (Homo sapiens), Q9HBX9 | HEK293-RXFP1, relaxin-stimulated cAMP HTRF, 30 min; stronger effect = lower value | activity change, negative = inhibition, % at 57.5 µM | hit rate 0.59% among 350,000;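 active = activity change of -60% or lower, but not beyond a set lower limit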; also: % is scaled to controls: 0 for no effect and ±100 for the full control effect
D1 antag – Antagonist of Human D 1 Dopamine Receptor: qHTS; activity change, negative = inhibition, % at 10 µM; D(1A) dopamine receptor (Homo sapiens), P21728; AID 504652, 2011; hit rate 3.2% among 360,000; HEK293 TREx D1 cells, calcium flux, dopamine EC80; stronger effect = lower value; in the data active = activity change below about -30%; also: % is scaled to controls: 0 for no effect and ±100 for the full control effect
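Kinetic fluorescence of a calcium dye serves as the read-out. D1-expressing Hek293 Trex cells, induced overnight at 30 C, are exposed to compound for 180 s before an EC80 dopamine addition, then read 180 s further.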
TRHR PAM – qHTS for Small Molecule Agonists and Allosteric Enhancers of Human TRH Receptor: Primary Screen for Enhancers; Thyrotropin-releasing hormone receptor (Homo sapiens), P34981; TRHR cells, fluo-8 calcium fluorescence, EC20 TRH enhancement; enhancement, % at 2 µM; hit rate 0.66% among 360,000; AID 493056, 2011; in the data active = enhancement above about 30%; also: 0% is about no effect
Target sequence (P34981 whole entry, looked up): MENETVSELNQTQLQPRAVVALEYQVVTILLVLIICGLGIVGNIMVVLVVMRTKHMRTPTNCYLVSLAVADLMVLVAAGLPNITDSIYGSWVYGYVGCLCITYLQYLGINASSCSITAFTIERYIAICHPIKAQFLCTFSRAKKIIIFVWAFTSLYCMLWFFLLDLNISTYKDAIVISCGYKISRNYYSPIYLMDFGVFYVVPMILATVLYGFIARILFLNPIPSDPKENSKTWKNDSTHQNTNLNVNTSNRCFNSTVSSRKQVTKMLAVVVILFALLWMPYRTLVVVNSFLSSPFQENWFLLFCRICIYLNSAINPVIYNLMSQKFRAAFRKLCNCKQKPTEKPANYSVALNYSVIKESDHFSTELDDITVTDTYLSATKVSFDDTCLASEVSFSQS
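TRHR-expressing cells loaded with fluo-8 calcium dye were read kinetically (ex 480/em 530) during compound addition, then stimulated with an EC20 of TRH (10 nM final). Enhancement of the Gq-mediated intracellular calcium response was scored.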
D2 potentiator – HTS Assay for Positive Allosteric Modulators of the Human D2 Dopamine Receptor: Primary Screen for Potentiators; D(2) dopamine receptor (Homo sapiens), P14416; HEK293 T-REx D2, calcium flux, EC20 dopamine potentiation; potentiation, % at 10 µM; hit rate 0.34% among 340,000;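 active = potentiation over 3 SD above the plate norm, cut at about 30% in these data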; also: 0% is about no effect
Target sequence (P14416 whole entry, looked up): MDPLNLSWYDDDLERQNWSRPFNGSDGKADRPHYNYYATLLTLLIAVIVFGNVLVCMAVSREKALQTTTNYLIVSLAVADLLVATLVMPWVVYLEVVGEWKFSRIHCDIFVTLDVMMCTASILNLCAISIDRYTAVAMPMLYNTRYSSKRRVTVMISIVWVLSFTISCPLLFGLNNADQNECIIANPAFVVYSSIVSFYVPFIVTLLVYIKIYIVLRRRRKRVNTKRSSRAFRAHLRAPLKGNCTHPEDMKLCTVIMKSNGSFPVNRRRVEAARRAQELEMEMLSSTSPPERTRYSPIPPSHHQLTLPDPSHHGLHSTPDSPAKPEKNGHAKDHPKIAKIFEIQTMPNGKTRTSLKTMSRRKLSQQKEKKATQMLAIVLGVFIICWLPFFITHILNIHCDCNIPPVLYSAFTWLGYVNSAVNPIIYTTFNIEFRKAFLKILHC
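Cells plated with tetracycline inducer and held overnight at 30 C; calcium dye loaded 30–90 min at room temperature; baseline taken, compound added and read 180 s; EC20 dopamine then added and read 180 s.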
TRHR ag – qHTS for Small Molecule Agonists and Allosteric Enhancers of Human TRH Receptor: Primary Screen for Agonists | activation, % at 2 µM | hit rate 0.18% among 360,000 | TRHR cells, calcium flux fluo-8, FDSS agonist mode | AID 493084, 2011; also: 0% is about no effect
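Agonist-mode FDSS calcium read (Ex 480/Em 530, 1 s cycles) in 1536-well TRHR cells with fluo-8 dye, after 10-cycle baseline and 23 nL compound addition; TRH at EC20 (10 nM final) added afterwards for the enhancer phase.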
D2 antag – HTS Assay for Allosteric Antagonists of the Human D2 Dopamine Receptor: Primary Screen for Antagonists; inhibition, % at 10 µM; HEK293 TREx D2 cells, calcium flux, dopamine EC80; hit rate 2% among 340,000; D(2) dopamine receptor (Homo sapiens), P14416; in the data active = inhibition above about 30%; also: 0% is about no effect
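Tetracycline-induced HEK293 T-REx cells expressing D2 force-coupled to calcium signalling were dye-loaded, exposed to compound for 180 s, then challenged with an EC80 of dopamine; calcium flux was followed kinetically for a further 180 s.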
D2 agonist – HTS Assay for Allosteric Agonists of the Human D2 Dopamine Receptor: Primary Screen for Agonists | HEK293 T-REx D2 cells, calcium flux agonist mode | activation, % at 2 µM | hit rate 0.53% among 340,000;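 active = activation over 3 SD above normal in the single-dose calcium agonist read, cut at about 30% in these data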; also: 0% is about no effect
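HEK293 Trex D2 cells, tetracycline-induced, o/n 30 C 5% CO2; no-wash Ca dye, RT 30–90 min; 10-cycle baseline, 23 nl cpd added, kinetic Ca read 180 s; agonist hits = positive Ca response.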
* marks the source's active call; other numbers are inactive results; · = not tested or not shown; & = joins results of further samples. Rule as the data show it, unless noted: active = activation above about 30%; inactive = the rest.

entry | compound | D1 PAM | D1 ag | RXFP1 antagonist | D1 antag | TRHR PAM
1 | CCN(CC)c1ccc(/C=N/NC(=S)NCc2ccco2)cc1 | -7 | 3 | -13 | -1 | 13
2 | CCOC(=O)c1c(N2C(=O)Nc3ccccc3N2O)sc2c1CCCCC2 | -5 | 0 | -8 | -12 | -3
3 | Cc1ccc(/C=N/NC(=O)c2csc3c2CCCC3)cc1 | -3 | 0 | -1 | -13 | 14
4 | O=C(CN1C(=O)NC(c2ccccc2)(c2ccccc2)C1=O)N1CCOCC1 | -5 | -1 | -6 | 5 | -1
5 | CCN1C(=O)C(=O)N(CC(=O)N(C)CC(=O)Nc2ccccc2Cl)C1=O | 0 | 3 | 5 | 12 | 1
6 | COc1ccc(C(O)P(=O)(OC2CCCCC2)c2ccc(N(C)C)cc2)cc1OC (stereo not drawn) | 1 | 3 | 6 | 12 | -6
7 | CN1CCC(Oc2ccccc2Sc2ccccc2)CC1 | -10 | 26 | -21 | -63* | 7
8 | COc1ccc(-c2cc(-c3ccccc3)nc(NN)n2)cc1OC | -7 | 4 | 11 | 2 | -4
9 | CCOc1ccc(S(=O)(=O)Nc2nccs2)cc1 | -8 | 0 | -7 | -2 | -2
10 | Cc1sc(NC(=O)c2ccco2)c(CN2CCN(Cc3ccccc3)CC2)c1C | 8 | 0 | -11 | 13 | 10

entry | D2 potentiator | TRHR ag | D2 antag | D2 agonist
1 | · | 0.0 | · | ·
2 | 9 | 0.1 | 15 | 1.3
3 | -11 | 0.0 | -31 | -0.9
4 | -12 | 0.1 | 30 | 0.0
5 | 0 | 0.0 | 5 | -0.1
6 | -10 | -0.2 | -1 | 0.2
7 | -17 | 1.1 | 32* | 1.1
8 | 4 | -0.5 | 5 | -1.2
9 | -2 | 1.6 | -4 | 0.6
10 | 4 | 4.3 | 14 | 0.7

Other results:
entry | compound | D1 PAM | D1 ag | RXFP1 antagonist | D1 antag | TRHR PAM
11 | S=c1nc(-c2ccccc2)n(Cc2cccnc2)c2c1CCCC2 | -1 | 1 | -2 | -26 | -4
12 | CCOC(=O)c1cncc(O)c1 | 3 | 4 | -7 | -15 | -5
13 | N#C/C(=N\Nc1cccc(C(F)(F)F)c1)C(=O)c1ccsc1 | -3 | 22 | -5 | -32* | 1
14 | COc1ccc(-n2c(=O)cc(N3CCN(c4ccccc4F)CC3)[nH]c2=O)cc1 | -5 | 2 | 1 | -3 | 1
15 | CCCCCOC(=O)c1ccc(Nc2nc(C(=O)OCC)nc3ccccc23)cc1 | 0 | -1 | -4 | 4 | -1
16 | Cc1ccc(N=C2SCCCN2C(=O)C2=COCCO2)cc1Cl | -1 | 0 | -1 | -18 | 1
17 | NS(=O)(=O)c1ccc(NC(=O)COC(=O)CC2Sc3ccccc3NC2=O)cc1 (stereo not drawn) | -1 | 2 | -6 | 6 | 4
18 | COc1ccc(F)cc1S(=O)(=O)NCc1cc(=O)n(C)c(=O)n1C | -3 | 3 | 1 | 0 | -2
19 | CC(C)CCNC(=O)c1ccc2c(c1)N(Cc1ccccc1F)C(=O)c1ccccc1S2(=O)=O | 6 | 2 | · | -18 | -4
20 | O=C(Nc1ccc(Cl)c(Cl)c1)N1CC=CCC1 | -3 | 2 | -4 | -23 | 1

entry | D2 potentiator | TRHR ag | D2 antag | D2 agonist
11 | -6 | 0.2 | 4 | 0.9
12 | 1 | -0.6 | 5 | 0.0
13 | -3 | 0.3 | 13 | 7.7
14 | -8 | -0.2 | 15 | -0.1
15 | -5 | 0.2 | · | 0.9
16 | 11 | -0.6 | -2 | -0.1
17 | 5 | 0.3 | -1 | 0.1
18 | 3 | 0.1 | -11 | 0.8
19 | 6 | 0.9 | · | 1.1
20 | -8 | -0.4 | 1 | 0.2

(continued)
entry | compound | D1 PAM | D1 ag | RXFP1 antagonist | D1 antag | TRHR PAM
21 | COC(=O)Cn1c(C)nc(=O)c(-c2ccccc2)c1C | 0 | 4 | -5 | 1 | 8
22 | COC(=O)c1c(NC(=O)C2CCC2)sc(C(=O)N(C)C)c1C | -1 | 2 | 10 | 1 | 24
23 | Cc1ccc2c(c1)c1nnc(SCC(=O)NC3CC3)nc1n2C | 0 | 0 | · | 1 | -10
24 | O=c1c2[nH]c3ccccc3c2ncn1CCCn1ccnc1 | 2 | -2 | -5 | 16 | 5
25 | Cc1cc2c(c(C)nn2-c2ccccc2)c(=O)o1 | -4 | -1 | 6 | 3 | 4
26 | CC(=O)Nc1ccccc1NC(=O)c1cc(C)cc(C)c1 | -7 | 1 | 6 | 23 | -10
27 | COc1cc(CNCCc2c[nH]c3ccccc23)ccc1OCc1ccc(F)cc1 | -12 | 2 | · | 4 | -4
28 | CCOc1ccc(C2C(C(N)=O)=C(C)Nc3nc(SCc4ccccc4)nn32)cc1 (stereo not drawn) | 0 | 1 | · | 14 | 10
29 | Cc1cccc(C)c1OCc1cc(C(=O)N(C)Cc2cc(C3CC3)n[nH]2)no1 | -1 | 6 | 0 | 13 | 4
30 | Cc1ccc2c(=O)c(C(=O)c3ccc(F)cc3)cn(CC(=O)NCCc3ccccc3)c2n1 | -4 | 2 | 7 | 6 | 14

entry | D2 potentiator | TRHR ag | D2 antag | D2 agonist
21 | · | 1.2 | · | ·
22 | 1 | 0.2 | 1 | 0.4
23 | -12 | -0.5 | 7 | 0.4
24 | 18 | 0.1 | 2 | -0.6
25 | -2 | -1.1 | -11 | -0.1
26 | -23 | -0.7 | 14 | -0.5
27 | -10 | 0.5 | -16 | -1.2
28 | -25 | 0.8 | · | -0.8
29 | -6 | -1.6 | -4 | 0.4
30 | 6 | -1.3 | · | -0.5

Additional entries follow:
entry | compound | D1 PAM | D1 ag | RXFP1 antagonist | D1 antag | TRHR PAM
31 | CCCCCNC(=O)CCn1c(=O)oc2ccccc21 | -11 | -3 | 3 | -5 | 2
32 | O=C1CCN(S(=O)(=O)c2ccccc2)N1 | -4 | 4 | -1 | 20 | 1
33 | Cc1cc(C)nc(N/N=C/c2c[nH]c3ccccc23)n1 | 0 | 2 | 8 | 5 | 8
34 | Cc1ccccc1NC(=O)c1cc2ccccc2o1 | -11&2 | 2&1 | 3&2 | 5&-6 | 2&-8
35 | Cc1cccc(C(=O)OCC(=O)Nc2c(C)nn(-c3ccccc3)c2C)c1O | -3 | 0 | -5 | -1 | -1
36 | CCOC(=O)Cc1csc(NC(=O)c2cc(C)c(C)s2)n1 | -7 | 9 | 0 | -35* | -11
37 | O=C(NN1C(=O)/C(=C/c2ccc(O)c(O)c2)SC1=S)c1ccccc1 | 1 | 26 | -9 | 12 | 10
38 | COc1ccc(OCC(=O)Nc2ccccc2C(=O)Nc2ccc(C(=O)O)cc2)cc1 | -1 | 0 | -12 | -6 | -5
39 | COc1ccc(OC)c(CN2CCN(S(=O)(=O)c3ccc(NC(C)=O)cc3)CC2)c1 | 6 | 15 | 1 | 5 | 1
40 | COc1ccccc1N1CCN(C2=CC(=O)CCC2)CC1 | -5 | 6 | 15 | 0 | 6

entry | D2 potentiator | TRHR ag | D2 antag | D2 agonist
31 | 12 | -0.2 | 7 | -0.5
32 | 6 | 1.0 | 8 | -0.8
33 | -1 | 0.3 | -3 | -0.1
34 | 7&-1 | -0.8&0.4 | -10 | 0.7&0.0
35 | 6 | 0.6 | 2 | 0.5
36 | -5 | -0.7 | 19 | 0.3
37 | · | 29 | · | ·
38 | 4 | 0.9 | 18 | -0.2
39 | -20 | -0.1 | 0 | -1.6
40 | -13 | 0.1 | 17 | -0.5

Other results
entry | compound | D1 PAM | D1 ag | RXFP1 antagonist | D1 antag | TRHR PAM
41 | Cc1c(NC(=O)COC(=O)CCC(=O)c2ccc(Cl)cc2)c(=O)n(-c2ccccc2)n1C | -5 | 0 | 4 | 2 | -2
42 | CC12CCC(=O)N1C(C(=O)Nc1ccc(F)c(F)c1F)CS2 (stereo not drawn) | 2 | 0 | 6 | 8 | -4
43 | CCc1nc2oc(C(=O)c3ccccc3)c(N)c2c2c1COC(C)(C)C2 | -1 | -1 | -7 | -2 | -1
44 | O=C1CCN(CCc2ccccc2)CCN1[C@H](COc1ccccc1)c1ccccc1 | -3 | 8 | · | -2 | 8
45 | CC(C)C1N=C2c3ccccc3N=C(SCC(=O)NCc3ccc(Cl)cc3)N2C1=O (stereo not drawn) | 0 | -1 | 12 | -16 | -6
46 | Cc1ccc(-n2ncc(C(=O)NCCCN3CCN(c4cccc(Cl)c4)CC3)c2-n2cccc2)cc1 | -3 | 3 | 2 | -20 | 5

entry | D2 potentiator | TRHR ag | D2 antag | D2 agonist
41 | 1 | -0.5 | -5 | 1.7
42 | 1 | 0.0 | -9 | 0.3
43 | -5 | -0.3 | 13 | 0.4
44 | -12 | 0.0 | -6 | -1.3
45 | 11 | -1.0 | · | -1.4
46 | -14 | 0.1 | · | 28

Structural class: the entries above containing an aryl methoxy group
entry | compound | D1 PAM | D1 ag | RXFP1 antagonist | D1 antag | TRHR PAM
6 | COc1ccc(C(O)P(=O)(OC2CCCCC2)c2ccc(N(C)C)cc2)cc1OC (stereo not drawn) | 1 | 3 | 6 | 12 | -6
8 | COc1ccc(-c2cc(-c3ccccc3)nc(NN)n2)cc1OC | -7 | 4 | 11 | 2 | -4
14 | COc1ccc(-n2c(=O)cc(N3CCN(c4ccccc4F)CC3)[nH]c2=O)cc1 | -5 | 2 | 1 | -3 | 1
18 | COc1ccc(F)cc1S(=O)(=O)NCc1cc(=O)n(C)c(=O)n1C | -3 | 3 | 1 | 0 | -2
27 | COc1cc(CNCCc2c[nH]c3ccccc23)ccc1OCc1ccc(F)cc1 | -12 | 2 | · | 4 | -4
38 | COc1ccc(OCC(=O)Nc2ccccc2C(=O)Nc2ccc(C(=O)O)cc2)cc1 | -1 | 0 | -12 | -6 | -5
39 | COc1ccc(OC)c(CN2CCN(S(=O)(=O)c3ccc(NC(C)=O)cc3)CC2)c1 | 6 | 15 | 1 | 5 | 1
40 | COc1ccccc1N1CCN(C2=CC(=O)CCC2)CC1 | -5 | 6 | 15 | 0 | 6

entry | D2 potentiator | TRHR ag | D2 antag | D2 agonist
6 | -10 | -0.2 | -1 | 0.2
8 | 4 | -0.5 | 5 | -1.2
14 | -8 | -0.2 | 15 | -0.1
18 | 3 | 0.1 | -11 | 0.8
27 | -10 | 0.5 | -16 | -1.2
38 | 4 | 0.9 | 18 | -0.2
39 | -20 | -0.1 | 0 | -1.6
40 | -13 | 0.1 | 17 | -0.5
